BAZ2B inh: blocks human BAZ2B | AlphaScreen BAZ2B-H3K14Ac peptide displacement | Q9UIF8 | Potency, µM (titrated, usually from 114 µM), inactives show top-dose activity change, negative = inhibition, actives largely listed as inhibitors | 4.4% of 360,000 active | AID 504333; note: potency is the fitted concentration of half-maximal effect; % is set by controls: 0 for no effect and ±100 for the full control effect; nearly all actives have a fitted effect of over 60% in size
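AlphaScreen displacement: compounds (up to 110uM) incubated 30 min at room temperature with a preformed 50 nM BAZ2B/50 nM biotinylated H3K14Ac peptide complex in PBS pH 7.4 with Tween-20. Donor and acceptor beads at 10 ug/mL final added, 20 min light-protected before reading.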
PI4K2A inh: PI4K2A (human) kinase inhibition; Q9BTU6; purified PI4K2A, ADP-Glo luminescence, 1 h; stronger effect = lower value; activity change, negative = inhibition, % at 76.9 µM; 0.13% of 420,000 active; in the data active = activity change below about -50%; inconclusive = mostly about -30% to -49%;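 note: -100% = wells without enzyme as full effect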
Target sequence (Q9BTU6 whole entry, looked up): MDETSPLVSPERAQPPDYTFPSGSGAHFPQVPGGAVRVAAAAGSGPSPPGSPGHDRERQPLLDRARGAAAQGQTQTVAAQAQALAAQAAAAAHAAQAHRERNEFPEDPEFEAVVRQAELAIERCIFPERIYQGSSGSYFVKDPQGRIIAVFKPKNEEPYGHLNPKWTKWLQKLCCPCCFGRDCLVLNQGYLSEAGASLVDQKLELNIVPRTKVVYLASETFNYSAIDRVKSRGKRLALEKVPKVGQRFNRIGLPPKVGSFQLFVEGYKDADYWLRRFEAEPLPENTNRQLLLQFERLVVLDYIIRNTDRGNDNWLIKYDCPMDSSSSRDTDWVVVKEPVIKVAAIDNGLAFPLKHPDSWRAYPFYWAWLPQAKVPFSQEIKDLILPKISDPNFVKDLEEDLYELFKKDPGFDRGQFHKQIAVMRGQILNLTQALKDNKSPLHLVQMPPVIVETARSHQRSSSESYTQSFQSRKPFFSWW
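ADP-Glo luminescence measured ADP generated by PI4K2A enzyme (4 ug/mL before mixing) with 1.2 mM PI substrate (pre-mix) and 300 microM ATP (pre-mix). Tris pH7.5 buffer with MgCl2, Triton X-100; 1 h reaction at ambient temperature.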
HP1b chromo inh: blocks HP1-beta chromodomain binding to methylated histone tails | AID 540317 | Potency, µM (top dose mostly 114 µM), for inactives: top-dose activity change, negative = inhibition, actives largely listed as inhibitors | AlphaScreen HP1-beta / biotin-H3K9me3 peptide binding | 0.56% of 390,000 active | P83916; note: potency is the fitted concentration of half-maximal effect; nearly all actives have a fitted effect of over 70% in size; inactives centre near 23
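AlphaScreen: HP1-beta (50 nM) preformed 30 min with biotin-H3(1-18)K9me3 peptide (50 nM) in PBS pH 7.4, 0.01% Tween-20. Compound added for 30 min at RT, then streptavidin donor/nickel chelate acceptor beads (10 ug/mL) for 30 min.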
JMJD2A Tudor inh: JMJD2A Tudor domain (human) inhibition; 4.4% of 390,000 active; AlphaScreen JMJD2A-Tudor / H3K4me3 peptide binding; Potency, µM (top dose mostly 114 µM), without a hit: at the highest dose activity change, negative = inhibition, usual class: inhibitors; O75164; note: potency is the fitted concentration of half-maximal effect; % is set by controls: 0 for no effect and ±100 for the full control effect; nearly all actives have a fitted effect of over 50% in size
Pin1 inhibitor: blocks the human prolyl isomerase Pin1; Q13526; Pin1 FP peptide displacement, HiFluor488, 10 min; Potency, µM (top dose mostly 115 µM), for inactives: at the top dose activity, negative = inhibition, hits mostly inhibitors; 0.009% of 390,000 active; AID 504891; active = well fitted inhibition curve with a large enough effect in the polarisation, with a control signal flat, not every such curve was filed as active; inconclusive = small, poorly fitted or top-dose-only effect, or effect the other way, or a change in a side signal; inactive = no such curve, though single readings can be large or run the other way; the % refers to the polarisation; note: potency is the fitted concentration of half-maximal effect; % is set by controls: 0 for no effect and ±100 for the full control effect
Target sequence (Q13526 whole entry, looked up): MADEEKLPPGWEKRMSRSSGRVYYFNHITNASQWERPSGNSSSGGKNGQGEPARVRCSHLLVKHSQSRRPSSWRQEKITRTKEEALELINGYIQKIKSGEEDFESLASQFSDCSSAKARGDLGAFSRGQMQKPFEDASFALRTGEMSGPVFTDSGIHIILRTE
G9a inh: G9a (human) methyltransferase inhibition; Q96KQ7; G9a H3K9 monomethylation, AlphaScreen, 2 h; Potency, µM (titrated, usually from 102 µM), for inactives: top-dose activity, negative = inhibition, usual class: inhibitors; 8.8% of 350,000 active; AID 504332; note: potency is the fitted concentration of half-maximal effect; % is set by controls: 0 for no effect and ±100 for the full control effect; nearly all actives have a fitted effect of over 75% in size
Target sequence (Q96KQ7 913-1193 limits assumed): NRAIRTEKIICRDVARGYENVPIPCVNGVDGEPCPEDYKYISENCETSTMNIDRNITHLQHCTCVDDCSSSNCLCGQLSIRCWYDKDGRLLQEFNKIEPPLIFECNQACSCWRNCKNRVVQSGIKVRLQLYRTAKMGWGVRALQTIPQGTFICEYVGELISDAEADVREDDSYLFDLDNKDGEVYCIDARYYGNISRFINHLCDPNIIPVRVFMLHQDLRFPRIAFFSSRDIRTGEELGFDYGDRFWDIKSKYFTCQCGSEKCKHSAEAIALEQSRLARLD
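G9a (20 nM) preincubated 15 min RT with compounds, then 500 nM biotinylated H3K9 peptide and 20 uM SAM added; 2 h RT reaction. Monomethyl-H3K9 product detected by AlphaScreen with anti-H3K9me1 antibody, streptavidin donor and anti-rabbit IgG acceptor beads.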
GLS inh: inhibitors of human glutaminase (GLS); GLS enzymatic activity, qHTS titration; 0.21% of 410,000 active; O94925; Potency, µM (titrated, usually from 45.5 µM), for the others: at the top dose activity change, negative = inhibition, most hits filed as inhibitors; note: potency is the fitted concentration of half-maximal effect; % is set by controls: 0 for no effect and ±100 for the full control effect
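hKGA; 45 mM KH2PO4 pH 8.2 + 0.02% Tween-20; cpd via pin tool; 1 mM Gln soln; GluOx/HRP/Amplex Red; RT 30 min; fluor. t0 & final.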
Pol eta inh: DNA polymerase eta (human) inhibition; Q9Y253; recombinant Pol eta, fluorescent DNA replication assay; Potency, µM (top dose mostly 114 µM), for inactives: at the highest dose activity change, negative = inhibition, most hits filed as inhibitors; 1.2% of 390,000 active; AID 588591; note: potency is the fitted concentration of half-maximal effect; % is set by controls: 0 for no effect and ±100 for the full control effect
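Pol eta at 10 nM preincubated with compounds 15 min at room temperature; reaction started with fluorescent substrate (50 nM final) and read kinetically at 0 and 10 min.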
Tb PGK inh: T. brucei PGK inhibition; PGK/GAPDH coupled, Kinase-Glo luminescence, 60 min; Potency, µM (highest dose often 57.5 µM), for inactives: at the top dose activity change, negative = inhibition, most hits filed as inhibitors; 0.043% of 380,000 active; note: potency is the fitted concentration of half-maximal effect; % is set by controls: 0 for no effect and ±100 for the full control effect; nearly all actives have a fitted effect of over 60% in size
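Recombinant glycosomal PGK reaction used 1,3-bisphosphoglycerate generated in-well by GAPDH (100nM final) in 100mM TEA pH 7.6, 5mM MgCl2, 0.01% Tween-20. After 60 minutes at room temperature, ATP was read by Kinase-Glo Plus luminescence end-point.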
Active calls of the source: *; i = inactive; ? = inconclusive; / = no result given; [ ] = another dose, or the depositor's remark. Unless noted, calls come from the whole dose curve; as a rule, active = well fitted curve in the direction sought with a large enough effect; inconclusive = small, poorly fitted or top-dose-only effect, or another doubt; inactive = no such curve, though single readings can be large; an effect the other way counts as inactive or inconclusive.

SMILES | BAZ2B inh | PI4K2A inh | HP1b chromo inh | JMJD2A Tudor inh | Pin1 inhibitor | G9a inh | GLS inh | Pol eta inh | Tb PGK inh
COc1cc2sc3ccc(C#Cc4ccc(N)cc4)cc3c(=O)c2cc1OC | / | 0 | 33% | -23% | 8% | / | 2% | -12% | -8%
CCS(=O)(=O)NC(C)C(c1cccs1)N1CCN(C)CC1 (stereo not given) | -2% | 5 | 3% | -20% | -4% | -1%[59 µM] | 1% | 2% | i
O=C1OCCN/C1=C\C(=O)c1ccccc1 | -20% | 2 | 14% | 0% | 4% | ? | 18% | -7% | 3%
O=C(CSc1nnc(-c2ccccc2F)n1C1CC1)NC(=O)c1cccc([N+](=O)[O-])c1 | -21% | 6 | 33% | -3% | -1% | 1%[59 µM] | -2% | -14% | -7%
NC(=O)c1ccc(NC(=O)c2ccc3c(c2)OCO3)cc1 | 3% | -2 | 13% | 4% | 3% | -7%[12.7 µM] | -1% | -5% | -8%
Nc1c(Cl)cc(NC(=O)c2ccccc2C(=O)O)cc1Br | 1% | 9 | 15% | -3% | -7% | ? | -23% | 5% | -5%
CCOc1ccc(CN(C)CC(=O)Nc2cccc(C)c2)cc1OC | 8% | 1 | 23% | 1% | 5% | 21% | -14% | -26% | 2%
COc1ccccc1CNC(=O)Cc1c(C)c2c(cc(C)c3c(C)coc32)oc1=O | 1% | 1 | 1% | -16% | 0% | 5%[59 µM] | -9% | -12% | -3%
CCOc1ccc(C(=O)NCCc2sc(-c3ccc(C)cc3)nc2C)cc1 | 0% | 0 | 23%[57 µM] | -1% | 14% | 6%[59 µM] | -9% | -16% | 0%
Cc1cc(C)cc(Nc2nc3c(S(=O)(=O)c4ccccc4)nnn3c3ccccc23)c1 | 8% | 2 | 15% | -17% | -8% | 14%[59 µM] | 4% | -15% | 6%
Cc1ccc(/C=C/C(=O)OCC(=O)Nc2cccc(S(=O)(=O)N(C)C)c2)o1 | 79µM* | -6 | -25% | -29% | -3% | ? | 0% | -3% | -10%
CC(C)C[C@H]1CN=C(N(C)C)N1CCCCc1ccccc1 | 6% | -1 | 46%[activator] | -4% | 18% | 5%[12.7 µM] | -7% | -3% | -11%
CC(=O)N1c2ccc(S(=O)(=O)N3CCCCCC3)cc2CC1C(=O)NC(C)C (stereo not given) | -10% | -3 | 27% | 2% | -11% | ? | -4% | -15% | 2%
COc1ccc(-c2nnc(-c3cc4ccccc4oc3=O)o2)cc1 | -1% | 5 | 21% | -11% | ? | 11%[59 µM] | 3% | 3% | /
CCCNC(=O)C1CCC(Cn2c(=O)c3sccc3n(Cc3ccccc3C)c2=O)CC1 (stereo not given) | -17% | 1 | 44%[activator] | -6% | 1% | 2%[59 µM] | 2% | -12% | -8%
CCOc1c(Br)cc(/C=C2\C(=O)N(CCC#N)N=C2C)cc1OC | 0% | -27 | 42%[activator] | -2% | -12% | ? | -27% | -4% | -3%
Cc1cc(C)n(C(=O)/C=C/c2cccs2)n1 | 56µM* | 2 | 80%[activator] | 27% | -3% | -7%[12.7 µM] | -4% | -16% | i
O=C(CSCc1cc(=O)n2nc(C3CC3)sc2n1)Nc1ccccc1Cl | -16% | 0 | 19% | -2% | 11% | 51%[activator] | 0% | -14% | -3%
CCNC(=O)C1CC(=O)N(CCCc2ccccc2)C(=Nc2ccccc2)S1 (stereo not given) | -1% | 0 | -2% | -14% | -6% | 21% | -5% | -8% | i
Cc1cc(C)cc(N(CC(=O)N2CCC(C)CC2)S(=O)(=O)c2ccccc2)c1 | 0% | 1 | 15% | -16% | 4% | 17%[59 µM] | 6% | -15% | 2%
CN(C)c1ccc(NC(=O)CSCc2nc3c(nnn3Cc3ccc(F)cc3)c(=O)[nH]2)cc1 | ? | -17 | -25% | 50µM* | ? | ? | 50%[activator] | 50µM* | -3%
CCc1ccc(N2Cc3ccccc3C2)cc1 | ? | -11 | 27% | -32% | 15% | 10µM* | -3% | -4% | -5%
COc1ccc(NC(C)=O)cc1S(=O)(=O)Nc1ccc(OCc2ccccc2)cc1 | ? | -5 | -6% | ? | ? | 45µM* | ? | -6% | -4%
O=C(O)c1ccc2c(=O)[nH]c(CN3CCOCC3)nc2c1 | ? | 3 | 14% | 35µM* | -9% | ? | 10% | -11% | 10%
Cc1nn(C)cc1CNC(=O)c1cnn2c(C(F)F)cc(C3CC3)nc12 | -6% | -6 | 16% | -13% | -1% | -23%[59 µM] | 5% | 0% | -8%
Next structures
SMILES | BAZ2B inh | PI4K2A inh | HP1b chromo inh | JMJD2A Tudor inh | Pin1 inhibitor | G9a inh | GLS inh | Pol eta inh | Tb PGK inh
CC(C)NC(=O)Nc1ccc2c(c1)C(=O)N([C@H](C)CO)C[C@@H](C)[C@@H](CN(C)C(=O)NC1CCCCC1)O2 | / | 3 | 38% | -24% | 1% | / | 3% | -18% | -3%
COc1cc(C(C)=O)ccc1OCC(=O)N1CCC(Cc2ccccc2)CC1 | / | 3 | / | / | / | / | -9% | -9% | -10%
CC(C)c1ccc(O)c(NC(=O)c2ncn[nH]2)c1 | ? | 2 | 32% | -17% | 1% | / | 18% | -12% | 4%
Cc1nnc(SCc2nnc(-c3cccs3)o2)n1C | -8% | 8 | 45%[activator] | 12% | 6% | 0% | -7% | -23% | -3%
Cc1cc(OCc2cc(C(=O)N(C)CC3CCOCC3)no2)cc(C)c1Cl | 2% | -4 | 22% | ? | -13% | 20% | -1% | -7% | 3%
CN1/C(=C\C=C(/C#N)C(=O)Nc2ccc(Cl)cc2)C(C)(C)c2ccccc21 | 3% | 4 | 35% | 1% | ? | -6%[59 µM] | -1% | -10% | -1%
CCOC(=O)N1CCC(NC(=O)c2cc(S(=O)(=O)N3CCCCC3)ccc2F)CC1 | / | 1 | 22% | -11% | 7% | -39% | 1% | -17% | -9%
Cc1cc(C)cc(C(=O)N(c2ccccn2)C(C)c2ccco2)c1 (stereo not given) | 9% | -1 | 14% | -25% | -1% | 22%[12.7 µM] | -11% | -12% | 3%
O=C(Nc1ccccc1N1CCCC1)c1cc(=O)[nH]c2ccccc12 | 11% | 2 | 21% | -8% | -1% | 2% | 13% | -2% | -4%
Cc1cccc(Sc2nc(-c3ccccc3)ncc2C(=O)O)c1 | -29% | -3 | 30% | -6% | -13% | ? | 1% | -6% | i
Cc1cc(C)n(CC(O)COc2ccccc2Br)n1 (stereo not given) | 18% | -1 | 33%[activator] | -14% | 0% | / | -9% | -14% | -8%
COc1ccc(C(=O)Nc2cc(Cl)cc(Cl)c2)c(OC)n1 | 11% | -2 | 25% | -9% | 2% | 7% | 3% | -8% | 0%
COc1ccccc1NC(=O)c1c(NCc2ccc(C)o2)sc2c1CCCCC2 | ? | -23 | ? | 45µM* | 7% | 1.3µM* | -6% | ? | -7%
O=C(c1ccc(C(=O)N2CCOCC2)s1)N1CCOCC1 | -3% | 7 | 33% | 11% | -1% | 4%[59 µM] | -9% | -12% | 3%
COc1ccc(OC)c(Nc2nc(C)nc3c2oc2ccccc23)c1 | -7% | -3 | 25% | -33% | 5% | 6%[0.501 µM] | -10% | -3% | -5%
FC(F)(F)Oc1ccc(NC(=S)Nc2ccc(OC(F)(F)F)cc2)cc1 | ? | -5 | 55%[activator] | 3% | ? | / | 0% | -24% | -3%
O=C(CCSc1nc(-c2ccco2)cc(C(F)(F)F)n1)NCCN1CCOCC1 | -7% | 1 | 4% | -10% | -3% | -2% | -2% | -19% | -4%
C=CCn1cc(C(=O)NCCCOC)c(=O)c2cc(S(=O)(=O)N3CCC(C)CC3)ccc21 | / | -2 | 32% | -8% | -1% | / | -1% | -24% | 4%
CC(=O)Nc1ccc(S(=O)(=O)N(C)CC(=O)Nc2ccccc2N2CCCC2)cc1 | -28% | -1 | 11% | -12% | -2% | 45µM* | 7% | -15% | 6%
O=C(COC(=O)c1ccc2ccccc2c1O)NCC(F)(F)F | 79µM* | -8 | -8% | ? | -4% | -13% | 4% | ? | -4%
OCCN1CCN(Cc2cc(Cl)c3cccnc3c2O)CC1 | 7.9µM* | -2 | 4% | 13µM* | 1% | 50µM* | 8% | -11% | 7%

An excerpt from above in order of molar mass, ascending:
SMILES | BAZ2B inh | PI4K2A inh | HP1b chromo inh | JMJD2A Tudor inh | Pin1 inhibitor | G9a inh | GLS inh | Pol eta inh | Tb PGK inh
O=C(c1ccc(C(=O)N2CCOCC2)s1)N1CCOCC1 | -3% | 7 | 33% | 11% | -1% | 4%[59 µM] | -9% | -12% | 3%
Cc1cc(C)cc(C(=O)N(c2ccccn2)C(C)c2ccco2)c1 (stereo not given) | 9% | -1 | 14% | -25% | -1% | 22%[12.7 µM] | -11% | -12% | 3%
Nc1c(Cl)cc(NC(=O)c2ccccc2C(=O)O)cc1Br | 1% | 9 | 15% | -3% | -7% | ? | -23% | 5% | -5%
COc1cc2sc3ccc(C#Cc4ccc(N)cc4)cc3c(=O)c2cc1OC | / | 0 | 33% | -23% | 8% | / | 2% | -12% | -8%
CCOc1c(Br)cc(/C=C2\C(=O)N(CCC#N)N=C2C)cc1OC | 0% | -27 | 42%[activator] | -2% | -12% | ? | -27% | -4% | -3%
Cc1cc(C)cc(N(CC(=O)N2CCC(C)CC2)S(=O)(=O)c2ccccc2)c1 | 0% | 1 | 15% | -16% | 4% | 17%[59 µM] | 6% | -15% | 2%
CCOC(=O)N1CCC(NC(=O)c2cc(S(=O)(=O)N3CCCCC3)ccc2F)CC1 | / | 1 | 22% | -11% | 7% | -39% | 1% | -17% | -9%

High-throughput results from PubChem BioAssay.

The list is partial; the hit share may differ from the screen's.
